GIRK2 activator – Activates human GIRK2-containing potassium channels. P48051. HEK293 GIRK2/NPY4 cells, thallium flux fluorescence. activation (% efficacy), % for hits at 37.5 µM. 34,000 tested, under 10 active. AID 1259324;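 active means primary screen hit, no activity in plain HEK293 cells, and in GIRK2-only cells above 5% efficacy rising with concentration; inactive means the rest, including fluorescent compounds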;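 further: efficacy is normalized control-subtracted fluorescence 15 s after thallium addition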
Target sequence (P48051 whole entry, looked up): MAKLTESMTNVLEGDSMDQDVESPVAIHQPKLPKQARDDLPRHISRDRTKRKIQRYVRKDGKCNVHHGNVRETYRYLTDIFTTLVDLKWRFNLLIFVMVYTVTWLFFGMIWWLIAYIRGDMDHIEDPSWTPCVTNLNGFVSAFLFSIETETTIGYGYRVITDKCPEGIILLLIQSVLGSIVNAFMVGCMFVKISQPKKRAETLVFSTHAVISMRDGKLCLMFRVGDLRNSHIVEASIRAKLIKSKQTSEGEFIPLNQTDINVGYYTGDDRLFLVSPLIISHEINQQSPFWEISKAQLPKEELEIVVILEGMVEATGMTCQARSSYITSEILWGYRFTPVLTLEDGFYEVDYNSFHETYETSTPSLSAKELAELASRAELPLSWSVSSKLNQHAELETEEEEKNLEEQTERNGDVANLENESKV
Calls only; i = inactive. Only part of the results is shown; the hit share may differ from the screen's.

SMILES	GIRK2 activator
CSCCC(C)(O)CNS(=O)(=O)c1cccc(Cl)c1C (configuration not stated)	i
C=CCNC(=O)Cn1cc(OC)c(=O)cc1CSc1nnnn1C	i
COc1ccc(-c2csc(-n3nc(C)cc3NC(=O)c3ccccc3Cl)n2)cc1OC	i
Cn1nnc2c(N3CCN(S(=O)(=O)c4ccc(F)cc4)CC3)ncnc21	i
Cc1ccc(CN2N=NC3C(=O)N(c4ccccc4)C(=O)C32)cc1 (configuration not stated)	i
COc1cccc2cc(C(=O)Nc3nnc(Cc4ccc(Cl)s4)o3)oc12	i
CC(C)C(=O)NCCCn1nc(-c2ccco2)ccc1=O	i
O=C(NCCC(O)c1ccco1)C(=O)NCC1CCCO1 (configuration not stated)	i
Cc1nc2c(ccc3nc(NC(=O)CSCc4ccccc4)sc32)s1	i
O=C(NCCOc1ccc(-c2ccco2)nn1)c1cccc(C(F)(F)F)c1	i
Cc1ccc([N+](=O)[O-])cc1NC(=O)CN1C(=O)c2ccccc2S1(=O)=O	i
O=C(NCc1ccccc1)N1CCN(c2ccc(-c3cccs3)nn2)CC1	i
CCn1nccc1C(=O)Nc1ccc(C(C)=O)cc1	i
CC(C)c1ccc2c(c1)sc(=NC(=O)c1ccn(C)n1)n2C	i
COCC(=O)N1CCCc2ccc(NC(=O)Nc3ccc(Cl)c(Cl)c3)cc21	i
CCCC(=O)Nc1nc(C(=O)OCC)cs1	i
CCN(c1ccccc1)c1nc2c(c(=O)n(C)c(=O)n2C)n1CC(=O)O	i
O=C(c1nn(-c2ccc(F)cc2)cc1OCc1ccccc1)N1CCOCC1	i
Cn1nnc2c(N3CCN(C(=O)Cc4ccc(F)cc4)CC3)ncnc21	i
CCC1=C(C(=O)OC)C(c2cccc(OC)c2OC)n2nc(SC)nc2N1 (configuration not stated)	i
Cc1nc(NC(=O)c2cc(Cl)ccn2)sc1C(=O)N(C)C	i
Cc1cc(-c2nnc(NC(=O)C3CCN(S(=O)(=O)c4cccs4)CC3)o2)nn1C	i
O=C(NCC#CCN1CCc2ccccc2C1)NC1CCCCC1	i
COc1ccc(Cl)cc1C(=O)NCC1CCN(Cc2ccccc2SC)CC1	i
O=C(CCCn1nc(-c2cccs2)ccc1=O)NCc1ccccc1	i
O=C(NCc1ccccc1)C(=O)Nc1cccc(N2CCCCC2=O)c1	i
CC(=O)Nc1ccc(C(=O)NCCNC(=O)NCc2ccc(Cl)cc2)cc1	i
CC(C)c1noc(CCCN)n1	i
O=[N+]([O-])c1ccccc1S(=O)(=O)NCC1COC2(CCCCC2)O1 (configuration not stated)	i
COc1cccc2cc(C(=O)NCC(O)(c3cccs3)C3CC3)c(=O)oc12 (configuration not stated)	i
CC1CCc2cc(F)ccc2N1C(=O)CCCSc1ccc(NC(=O)C2CC2)nn1 (configuration not stated)	i
CC(C)C(=O)Nc1ccc(S(=O)(=O)NCC2CCN(S(=O)(=O)C3CC3)CC2)cc1	i
COc1ccc(SCCCC(=O)Nc2nnc(Cc3cccs3)o2)cc1	i
C=CCn1c(=O)c(C(=O)NCc2ccc(Cl)cc2)c(O)c2ccccc21	i
CCOC(=O)NCC(C)(O)COC (configuration not stated)	i
Cc1ccccc1OCC(=O)NCC(c1cccs1)N(C)C (configuration not stated)	i
O=C(NCC1CCN(Cc2ccco2)CC1)c1ccc(Cl)cc1	i
COc1cccc(NC(=O)NCCNc2ccc(Nc3ccccn3)nn2)c1	i
O=C(Cn1c(=O)oc2ccccc21)NCC1CCN(C(=O)c2cc3ccccc3o2)CC1	i
CCOc1ccc(-c2ccc(=O)n(CCCC(=O)Nc3ccccc3SC)n2)cc1	i
COc1cccc(-c2cc(C(=O)O)c3[nH]c(-c4ccccc4)nc3n2)c1OC	i
O=S(=O)(NCCOc1ccc(-c2ccc(F)cc2)nn1)c1ccc(I)cc1	i
Cn1nc(NC(=O)c2ccccc2C(F)(F)F)c2c1NC(=O)CC2c1cccs1 (configuration not stated)	i
COc1ccccc1C1(CNS(=O)(=O)c2ccc3c(c2)OCCO3)CCOCC1	i
COCCNC(=O)Cc1ccc(NC(=O)c2ccc(F)c(F)c2)cc1	i
CCc1cccc2sc(N(CCN3CCOCC3)C(=O)c3cc(C)n(CC)n3)nc12	i
O=C(Oc1ccccc1)N1CCC(CNS(=O)(=O)c2ccccc2F)CC1	i
CCn1nnc2c(N3CCN(C(=O)C4CC(=O)N(c5ccc(F)cc5)C4)CC3)ncnc21 (configuration not stated)	i
CC(=O)N1N=C(c2ccccc2NS(C)(=O)=O)CC1c1ccco1 (configuration not stated)	i
O=C(Cn1cccn1)N1CCN(C(=O)c2cnn3ccccc23)CC1	i
COc1ccccc1-n1c(C)c(C)n2c3c(=O)n(C)c(=O)n(C)c3nc12	i
COc1ccc2nc(-c3ccc(NC(=O)c4c(F)cccc4F)cc3)cn2n1	i
Cn1ccnc1N1CCN(C(=O)CCSc2ccccc2)CC1	i
CCC(=O)N1CCN(c2cc(-n3ccnc3)ncn2)CC1	i
Cc1c(C(=O)NCCCO)c(C(F)(F)F)nn1C1CCN(C(C)C)CC1	i
COc1ccc(OC)c(-c2ccc(=O)n(C)n2)c1	i
CNC(=O)CSc1nc(-c2ccccc2)c(NC(=O)c2ccccc2)s1	i
COc1ccccc1OCCn1c(CNC(=O)c2ccco2)nc2ccccc21	i
COc1ccc(C)cc1S(=O)(=O)NCC1COC2(CCCCC2)O1 (configuration not stated)	i
O=C(Nc1ccc2ncsc2c1)c1sc2ccccc2c1Cl	i
Following part
SMILES	GIRK2 activator
COc1ccc(C(=O)Nc2nnc(CS(=O)(=O)c3ccccc3)o2)cc1OC	i
CCNc1nn(CC(=O)Nc2c(C)cccc2C)c(N)c1-c1nc(-c2ccc(Cl)cc2)no1	i
Cc1nc(NCCNS(=O)(=O)c2cc(C)c(C)cc2C)cc(N2CCOCC2)n1	i
Cc1ccsc1C(O)CNC(=O)C(=O)NC(C)(C)C (configuration not stated)	i
CCOc1ccccc1NC(=O)c1c(O)c2ccccc2[nH]c1=O	i
CN(C)S(=O)(=O)c1ccc(C(=O)N2CCC(c3nnc(-c4ccc(F)cc4)o3)CC2)cc1	i
COCCN1CCC(CNS(=O)(=O)c2cc(C)ccc2C)CC1	i
O=c1n(Cc2ccccc2)nc2ccc(S(=O)(=O)N3CCOCC3)cn12	i
CCC(=O)N1CCCc2ccc(NC(=O)NCc3cccc4ccccc34)cc21	i
O=C(Cc1ccccc1)NCCS(=O)(=O)N1CCN(c2ccccn2)CC1	i
CCOC(=O)Cc1csc(NC(=O)C2CCN(c3ccc(-c4ccccc4C)nn3)CC2)n1	i
CC(O)(CNC(=O)C1c2ccccc2Oc2ccccc21)C1CC1 (configuration not stated)	i
O=C(CSc1ccc(F)cc1)N(CCCn1ccnc1)c1nc2c(F)cccc2s1	i
O=C(Nc1nc(-c2ccco2)cs1)C1COCC(=O)N1Cc1ccccc1 (configuration not stated)	i
COc1ccc(S(=O)(=O)Nc2ccc3c(c2)CN(C(=O)c2ccco2)CC3)cc1F	i
O=C(Nc1nc(-c2nc3ccccc3s2)cs1)c1ccno1	i
c1ccc(-n2ncc3c(NCc4ccccn4)nnnc32)cc1	i
O=C(CCCS(=O)(=O)c1ccccc1)Nc1nc(-c2cccs2)cs1	i
Cc1cc(N(C)C)nc(NCCNC(=O)Nc2ccccc2Cl)n1	i
COc1coc(C(=O)Nc2ccc(OC(F)(F)F)cc2)cc1=O	i
CNC(=O)c1nsc(C(=O)NCc2ccc(C(F)(F)F)cc2)c1N	i
Cc1ccc(N2CCCS2(=O)=O)cc1NC(=O)C1CC1	i
COc1ccc(C2(CNC(=O)C(=O)Nc3cccc(NC(C)=O)c3)CCCC2)cc1	i
O=C1CC(NC(=O)Cc2cccs2)CN1 (configuration not stated)	i
Cc1nc(NCCNC(=O)Nc2ccc3c(c2)OCCO3)cc(N2CCCC2)n1	i
O=C(NCc1cccs1)C(=O)NCC1CCCO1 (configuration not stated)	i
Cc1cc(NCc2ccccn2)nc(-n2cc([N+](=O)[O-])cn2)n1	i
COc1cccc(CC(=O)N2CCC(Cn3nc(C)cc3C)CC2)c1	i
COc1ccc(C(=O)NCC2CCN(C(=O)c3cccnc3SC)CC2)cc1OC	i
O=C(Nc1cccc(N2CCCCC2=O)c1)c1c(F)cccc1Cl	i
Cc1nn(-c2nc3c(c(=O)n(CC(=O)C(C)(C)C)c(=O)n3C)n2C)c(C)c1C	i
O=C(NCCCn1nc(-c2ccccc2)ccc1=O)c1cccs1	i
CCN1C(=O)Cc2cc(NC(=O)NCc3cccc4ccccc34)ccc21	i
O=C(c1cccc(Br)c1)N(Cc1ccsc1)C1CC1	i
COc1cccc(-c2cc(C(=O)N3CCC(c4nnc(C(C)C)o4)CC3)[nH]n2)c1	i
CCOC(=O)CC1=CSC2=NCCN12	i
CCOc1ccc(-c2ccc(=O)n(CCOC)n2)cc1	i
O=C(NCCS(=O)(=O)N1CCN(Cc2ccccc2)CC1)c1cccc2ccccc12	i
Cc1cc(NC(=O)c2c(F)cccc2Cl)n(-c2nc(-c3cccs3)cs2)n1	i
O=C(NCc1cccs1)NCc1cnn2ccccc12	i

No new results follow: an excerpt of the list.
SMILES	GIRK2 activator
CNC(=O)c1nsc(C(=O)NCc2ccc(C(F)(F)F)cc2)c1N	i
Cc1ccc(N2CCCS2(=O)=O)cc1NC(=O)C1CC1	i
COc1ccc(C2(CNC(=O)C(=O)Nc3cccc(NC(C)=O)c3)CCCC2)cc1	i
O=C1CC(NC(=O)Cc2cccs2)CN1 (configuration not stated)	i
Cc1nc(NCCNC(=O)Nc2ccc3c(c2)OCCO3)cc(N2CCCC2)n1	i
O=C(NCc1cccs1)C(=O)NCC1CCCO1 (configuration not stated)	i
Cc1cc(NCc2ccccn2)nc(-n2cc([N+](=O)[O-])cn2)n1	i
COc1cccc(CC(=O)N2CCC(Cn3nc(C)cc3C)CC2)c1	i
COc1ccc(C(=O)NCC2CCN(C(=O)c3cccnc3SC)CC2)cc1OC	i
O=C(Nc1cccc(N2CCCCC2=O)c1)c1c(F)cccc1Cl	i
Cc1nn(-c2nc3c(c(=O)n(CC(=O)C(C)(C)C)c(=O)n3C)n2C)c(C)c1C	i
O=C(NCCCn1nc(-c2ccccc2)ccc1=O)c1cccs1	i
CCN1C(=O)Cc2cc(NC(=O)NCc3cccc4ccccc34)ccc21	i
O=C(c1cccc(Br)c1)N(Cc1ccsc1)C1CC1	i
COc1cccc(-c2cc(C(=O)N3CCC(c4nnc(C(C)C)o4)CC3)[nH]n2)c1	i
CCOC(=O)CC1=CSC2=NCCN12	i
CCOc1ccc(-c2ccc(=O)n(CCOC)n2)cc1	i

Other entries follow.
SMILES	GIRK2 activator
COC(=O)c1ccc(C(=O)NCC(c2ccccc2Cl)N(C)C)cc1 (configuration not stated)	i
CN(CC(=O)NCc1nn(C)c(=O)c2ccccc12)S(C)(=O)=O	i
Cc1ccc(-c2nnc(NC(=O)c3ccc(S(=O)(=O)N(C)c4ccccc4)cc3)o2)cc1C	i
O=C(COc1ccccc1)NCCS(=O)(=O)N1CCN(c2ccccn2)CC1	i
CC1CN(C)CCN1CC1CCN(C(=O)c2ccc(Cl)cc2)CC1 (configuration not stated)	i
O=C(COc1ccccc1)NCC1CCN(C2CCCC2)CC1	i
COc1ccc(NC(=O)NCCNc2cc(-n3ccnc3C)ncn2)cc1Cl	i
Cc1cncn(CC(=O)N2CCN(S(C)(=O)=O)CC2)c1=O	i
Cn1nnc2c(NCCCN3CCCC3=O)ncnc21	i
CC(C)n1nccc1-c1nnc(NC(=O)c2ccc(Cl)cc2Cl)o1	i
O=C(Cn1nc2c(c1NC(=O)c1ccc(C(F)(F)F)cc1)CSC2)NCC1CCCO1 (configuration not stated)	i
CC1CCCCN1C(=O)c1ncccn1 (configuration not stated)	i
CC1=CS/C(=C(/C#N)C(=O)N2CCCCC2)N1c1ccccc1	i
COc1cc2ccccc2cc1C(=O)Nc1cc(C)nn1C	i
COc1cccc(-c2csc(CN3CCN(S(=O)(=O)c4cccs4)CC3)n2)c1	i
O=C(N1CCC(c2ccsc2)CC1)C12CC3CC(CC(C3)C1)C2	i
COc1cccc(-c2ccc(=O)n(CCCC(=O)Nc3ccccc3SC)n2)c1	i
O=c1ccc(-c2ccco2)nn1CCCNS(=O)(=O)c1ccc2c(c1)OCCO2	i
O=S(=O)(CCCOc1ccc(F)cc1)N1CCN(c2ccccc2)CC1	i
Cc1cc(=O)[nH]c(-n2nc(C)c(CCC(=O)Nc3ccc(C)c(F)c3)c2C)n1	i
CCOC(=O)Cn1c(=NC(=O)c2ccn(CC)n2)sc2c(C)cc(C)cc21	i
COc1ccc(-c2cc(=O)[nH]c(SCc3nc(-c4ccc(OC)c(OC)c4)no3)n2)cc1	i
O=C(Cc1ccc(F)cc1)Nc1ccc(CC(=O)NC2CC2)cc1	i
O=C(NCc1n[nH]c(=O)c2ccccc12)c1ccc(S(=O)(=O)N2CCCCC2)cc1	i
CN(C)S(=O)(=O)NCC1CC(=O)N(c2ccc(F)cc2)C1 (configuration not stated)	i
Cn1nnc2c(N3CCN(CC(=O)Nc4cccc(F)c4)CC3)ncnc21	i
Cc1ccc(CNC(=O)Cc2nnc(Nc3ccccc3)s2)cc1	i
O=C(c1csc(Nc2ccc(OC(F)F)cc2)n1)N1CCCC1	i
O=C1CCCC(=O)N1CCS(=O)(=O)N1CCN(CCc2ccccc2)CC1	i
NC(=O)c1ccc(NC(=O)C2CCCN(C(=O)NC3CC3)C2)cc1 (configuration not stated)	i
COc1ccc(CCC(=O)NCC2CCN(Cc3cccs3)CC2)cc1	i
COc1cccc(CCNS(=O)(=O)CCCOc2ccc(F)cc2)c1	i
CCOc1ccc(C(=O)NCC2CCN(C(C)C)CC2)cc1OCC	i
COc1ccc(-c2noc(-c3cc(C4CC4)[nH]n3)n2)c(OC)c1	i
O=C(CCCNC(=O)c1ccc(=O)[nH]c1)Nc1cccc2cccnc12	i
O=C(NCC1(O)CCCC1)c1cc(Br)ccc1Cl	i
O=C(Nc1ccc(F)cc1F)NC1(c2nc(-c3cccnc3)no2)CCCCC1	i
O=C(c1ccc(S(=O)(=O)N2CCCC2)cc1)N(Cc1ccncc1)c1nc2c(F)cccc2s1	i
CCOC(=O)c1c(NC(=O)c2ccnn2C)sc2c1CCC2	i

Screening results (PubChem BioAssay)
